# Source: PubChem BioAssay
# KCNH2 3.1 block – blocks the human KCNH2 3.1 channel isoform | 0.95% of 340,000 active | U2OS KCNH2 3.1, thallium flux FluxOr; hits give low values | activity change, % (tested at about 1.8 µM);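 active = maximum activity change below -70%; inconclusive = maximum activity change from -70% to -50%; inactive = maximum activity change above -50%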;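 also: thallium influx rate constant from kinetic fluorescence after stimulation buffer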
#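 U2OS cells transduced with KCNH2 3.1 mutant virus (1.77 x 10^8 /mL, 4 h), plated overnight at 37 C, loaded 45 min with FluxOr dye plus Red40 quencher. Thallium flux rate constant from kinetic reads after stimulation buffer, normalised to controls.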
# USP2a block – USP2a (human) protease inhibition; USP2 core, Ub-CHOP2 coupled fluorogenic reporter, 485/531; Potency, µM (highest dose often 38.3 µM), for inactives: at the highest dose activity change, negative = inhibition, actives largely listed as inhibitors; 0.01% of 330,000 active; AID 463254;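 also: potency is read from the fitted curve at half-maximal effect; plate controls were DMSO wells for no effect and full inhibition by NEM control for full effect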
# Target sequence (O75604 whole entry, looked up): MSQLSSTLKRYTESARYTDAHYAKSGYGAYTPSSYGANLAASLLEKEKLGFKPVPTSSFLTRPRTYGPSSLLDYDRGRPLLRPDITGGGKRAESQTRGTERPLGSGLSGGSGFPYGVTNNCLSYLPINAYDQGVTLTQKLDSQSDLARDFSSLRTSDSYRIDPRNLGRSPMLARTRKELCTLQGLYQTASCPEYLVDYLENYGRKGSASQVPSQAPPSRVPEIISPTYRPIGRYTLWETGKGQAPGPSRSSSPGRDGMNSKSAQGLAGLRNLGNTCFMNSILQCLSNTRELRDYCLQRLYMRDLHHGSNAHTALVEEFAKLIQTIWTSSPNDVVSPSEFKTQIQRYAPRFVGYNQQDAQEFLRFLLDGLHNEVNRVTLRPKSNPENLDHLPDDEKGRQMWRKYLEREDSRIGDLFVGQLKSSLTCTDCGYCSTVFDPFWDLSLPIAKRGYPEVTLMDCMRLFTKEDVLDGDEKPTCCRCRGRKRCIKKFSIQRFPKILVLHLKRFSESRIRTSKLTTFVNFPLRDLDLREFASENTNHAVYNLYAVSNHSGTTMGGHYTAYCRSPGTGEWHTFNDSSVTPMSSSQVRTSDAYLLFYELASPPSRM
#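 USP2 core (10nM final) preincubated 30min RT with compound in 20mM Tris-HCl pH 8.0, 2mM CaCl2, 2mM beta-mercaptoethanol, 0.05% CHAPS; 25nM Ub-CHOP2 plus 25nM reporter substrate added, fluorescence (Ex485/Em531) read after 60min.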
# GALK inhibitor – inhibitors of human galactokinase. 0.007% of 270,000 active. AID 1868. Purified GALK, Kinase-Glo residual ATP luminescence. Potency, µM (doses to about 57.5 µM), for inactives: at the top dose activity change, negative = inhibition, usual class: inhibitors. P51570; also: potency is read from the fitted curve at half-maximal effect
# Target sequence (P51570 whole entry, looked up): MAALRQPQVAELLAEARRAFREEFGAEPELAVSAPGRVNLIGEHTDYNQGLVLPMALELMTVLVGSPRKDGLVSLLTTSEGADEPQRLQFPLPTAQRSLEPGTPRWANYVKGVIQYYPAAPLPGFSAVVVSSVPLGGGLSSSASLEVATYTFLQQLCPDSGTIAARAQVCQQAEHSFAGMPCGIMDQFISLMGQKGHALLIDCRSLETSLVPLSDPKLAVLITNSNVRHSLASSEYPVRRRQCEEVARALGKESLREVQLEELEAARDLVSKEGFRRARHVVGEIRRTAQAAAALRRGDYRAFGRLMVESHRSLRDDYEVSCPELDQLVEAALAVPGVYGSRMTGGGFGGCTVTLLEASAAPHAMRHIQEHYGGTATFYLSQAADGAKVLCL
#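 Galactose (100 uM) and ATP (35 uM) were turned over by 5 nM GALK for 1 h at RT. Kinase-Glo Plus then converted the remaining ATP into a luminescent signal.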
# KCNH2 WT inh – blocks the wildtype human KCNH2 potassium channel | Q12809 | U2OS, BacMam KCNH2, thallium flux FluxOr; hits give low values | activity change, % at 1.84 µM | 0.37% of 340,000 active | AID 720551;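 active = maximum activity change below -70%; inconclusive = maximum activity change between -70% and -50%; inactive = maximum activity change above -50%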
#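 U2OS cells transduced with wild-type KCNH2 virus are loaded with FluxOr dye for 45 min, and thallium flux is measured in kinetic reads before and after stimulation buffer. Rate constants are normalized to DMSO controls.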
# Eya2 inh – blocks the phosphatase activity of human Eya2; recombinant Eya2, OMFP fluorescence dephosphorylation (OMFP is methylfluorescein phosphate); Potency, µM (highest dose often 76.9 µM), for the others: top-dose activity, negative = inhibition, hits mostly inhibitors; 0.006% of 330,000 active; also: potency is read from the fitted curve at half-maximal effect
#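 Eya2 protein (added as 0.2 uM solution) was preincubated with compound for 10 min at ambient temperature in 50 mM HEPES pH 7.5, 50 mM NaCl, 5 uM MgCl2, 0.05% BSA, 1 mM DTT. OMFP (added at 50 uM) then reacted 10 min; fluorescence read at 485/525 nm.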
# uPA generation – blocks generation of uPA at the cell surface; cell surface uPA generation assay, qHTS; Potency, µM (highest dose often 38.3 µM), inactives show at the highest dose activity change, negative = inhibition, usual class: inhibitors; 0.31% of 330,000 active; active = well fitted inhibition curve with a large enough effect; inconclusive = small, poorly fitted or top-dose-only effect; inactive = no such curve, though single readings can be large or run the other way; tested in mouse RAW 264.7 cells; also: potency is read from the fitted curve at half-maximal effect; nearly all actives have a fitted effect of over 55% in size
# B2AR arrestin – beta2AR (human) beta-arrestin recruitment activity; P07550; beta-arrestin recruitment to beta2AR, cell-based reporter; AID 492947; 0.02% of 330,000 active; Potency, µM (series often up to 46.1 µM), without a hit: top-dose activation, most hits filed as activators;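 also: potency is read from the fitted curve at half-maximal effect; 0% = DMSO controls and full agonism = EC100 isoproterenol or metaproterenol; nearly all actives have a fitted effect of over 65% in size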
# Giardia kill – Giardia lamblia killing | Giardia lamblia trophozoite viability | activity change, % at 7.66 µM, hits read low | 0.15% of 340,000 active; in the data active = activity change below about -80%; inconclusive = between about -30% and that limit;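 also: parasites exposed to compound for two days anaerobically before the ATP read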
#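 Viability, read as ATP luminescence: trophozoites at 100 cells/well, compound added, 48 hrs anaerobic at 37 deg C, then 15-30 min room-temperature development before reading.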
# Coupling enz – counter-screen for Giardia aldolase inhibitors: coupling enzyme system. 0.67% of 290,000 active. coupling enzyme system counterscreen, AmpLite Red fluorescence. AID 2472. activity change, negative = inhibition, % at 58.2 µM, hits read low; in the data active = activity change below about -30%
#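 Compounds tested against the coupling enzymes alone at 57.5 uM final; readout was AmpLite Red fluorescence (525/598 nm) after 20 min at RT.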
# PKM2 activator – PKM2 (human) enzyme activation. purified PKM2, Kinase-Glo ATP luminescence, activation; response scale: 0% is enzyme alone, no compound. Potency, µM (titrated, usually from 57.5 µM), inactives show at the highest dose activation, usual class: activators. 0.34% of 260,000 active. AID 1631; also: potency is read from the fitted curve at half-maximal effect; nearly all actives have a fitted effect of over 55% in size
#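 Kinase-Glo luminescence reports ATP generated from ADP (0.1 mM) and PEP (0.5 mM) by purified hPK-M2 after 1 h at room temperature, pH 7.2 imidazole buffer; intermediate enzyme activity allows detecting inhibitors and activators.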
# Chronic BCR inh – chronic active BCR signaling inhibition | 0.05% of 340,000 active | ABC-DLBCL IkBa-CBG/CBR reporter, luminescence ratio, 4 h | AID 493014 | Potency, µM (highest dose often 46.1 µM), inactives show at the highest dose ratio change, negative = lower green/red ratio, actives largely listed as inhibitors; active = well fitted inhibition curve with a large enough effect in the signal ratio, with a control signal flat, not every such curve was filed as active; inconclusive = small, poorly fitted or top-dose-only effect, or effect the other way, or a change in a side signal; the % refers to the signal ratio;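 also: potency is read from the fitted curve at half-maximal effect; plate controls were basal doxycycline-induced cells for no effect and cells given 10 µM MG132 for full effect; MG132 reads +100%, hits lower the ratio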
#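 Doxycycline induced both beetle luciferases in TMD8 lymphoma cells; IKK-driven degradation limits the IkappaBalpha-fused green signal, while red luminescence normalises for cell number and nonspecific effects. Compounds tested up to 46 uM, 4 hrs.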
# Numbers without * were called inactive; i = inactive; ? = inconclusive; · = not tested or not shown; [ ] = remark or other dose. Unless noted, calls follow the shape of the dose curve; as a rule, active = well fitted curve in the direction sought with a large enough effect; inconclusive = small, poorly fitted or top-dose-only effect, or another doubt; inactive = no such curve, though single readings can be large; an effect the other way counts as inactive or inconclusive. Unless noted, % is scaled to controls: 0 for no effect and ±100 for the full control effect.
nr	compound	Eya2 inh	Coupling enz	PKM2 activator	Chronic BCR inh	KCNH2 WT inh	uPA generation	Giardia kill	KCNH2 3.1 block	GALK inhibitor	B2AR arrestin	USP2a block
1	Cc1ccc2nc(-c3ccc(F)cc3)nc(SCC(=O)NCC3CCCO3)c2c1 (stereo not given)	4%	0	-2%	-1%	-5	6%	4	-10	8%	-0.5%	3%
2	O=C(NCc1ccco1)C1(S(=O)(=O)c2ccccc2)CC=CC1	1%	-4	4%	-3%	·	9%	-21	·	·	-0.4%	-2%
3	CN1CCN(CCCNC(=O)c2nnc(Cc3c(F)cccc3Cl)o2)CC1	-15%	-2	-1%	13%	13	9%	1	4	-1%	0.1%	1%
4	O=S(=O)(NCc1cccnc1)c1ccc2c(c1)OCCO2	0%	1	3%	?	-18	6%	17	10	-2%	-0.2%	-2%
5	CN1CCN(NC(=O)Nc2ccc([N+](=O)[O-])cc2)CC1	-7%	·	4%	-4%	6	-2%	-26	5	-2%	0.3%	0%
6	CCS(=O)(=O)N1CCN(C(=O)CC(C)C)CC1	5%	5	-5%	-3%	6	5%	5	5	-2%	0.2%	-1%
7	Cc1ccc(OCC(=O)N(Cc2cccs2)C2CCS(=O)(=O)C2)cc1 (stereo not given)	7%	3	-1%	2%	4	2%	-8	-9	0%	0.2%	2%
8	CC(C)c1ccc[n+](-c2nc([O-])sc2C=O)c1	4%	-14	10%	0%	-6	5%	7	6	-3%	-0.4%	-3%
9	O=C(Nc1ccc(S(=O)(=O)NCc2ccco2)cc1)C1CCCCC1	-15%	2	0%	-2%	-2	-2%	-21	-2	-1%	-0.6%	0%
10	CCNc1c(NS(=O)(=O)c2ccc(Cl)s2)c(=O)oc2ccccc12	-4%	1	-6%	-1%	10	-2%	9	-21	4%	0.1%	-1%
11	COc1cccc(OC)c1C(=O)Nc1ccc(CN2CCCCC2)cc1	6%	-1	0%	5%	-2	0%	9	-6	-2%	0.1%	3%
12	CC(C)CCCN1C(N(C)C)=NC[C@@H]1C	13%	·	·	-1%	0	3%	-27	-12	·	-1.0%	1%
13	CC(=O)N(C(C)=O)c1ccc2nc(C)[nH]c(=O)c2c1	4%	0	-6%	1%	-7	-2%	-10	5	-2%	0.0%	0%
14	COc1ccccc1/C=C/C=N/n1c(C)nnc1C	-2%	2	5%	?	-1	-9%	-8	-7	5%	-0.5%	-1%
15	Oc1ccc2ccccc2c1/C=N/Nc1ccccc1	-3%	-26	15%	11%	4	-1%	-9	-4	-1%	0.1%	0%
16	COc1cccc(NS(=O)(=O)c2cc(C)sc2C)c1	2%	-7	6%	-11%	-1	5%	2	14	0%	-0.5%	0%
17	CC(=O)c1ccc(C(=O)Nc2sc3c(c2C(N)=O)CCN(Cc2ccccc2)C3)cc1	6%	0	-2%	-4%	·	·	·	·	·	-1.4%	23%
18	NC1=CC(=O)c2cccc3cccc1c23	16%	-34*	1%	17%	·	·	·	·	0%	-0.8%	9%
19	Clc1ccccc1CSc1nnc(/C=C/c2ccccc2)o1	-5%	0	0%	0%	-3	4%	-11	-9	-4%	-0.4%	0%
20	Cc1cccc(OCC(=O)N2CCc3ccccc3C2)c1	-12%	0	-3%	-4%	-3	4%	-7	2	-2%	0.4%	1%
21	COc1cc(/C=C/C(=O)NCc2ccccn2)cc(OC)c1OC	5%	1	-1%	?	1	-4%	-6	-3	3%	0.0%	1%
22	Cc1[nH]n(-c2cccc(Cl)c2)c(=O)c1C=NC12CN3CN(CN(C3)C1)C2	1%	2	-5%	24%	2	0%	-6	3	1%	-0.4%	-1%
23	CCCc1cc(C(=O)OCC(=O)N2CCN(c3ccc(OC)cc3)CC2)sc1C	-4%	·	·	-2%	-6	4%	1	-2	·	-0.1%	6%
24	COc1ccc(Cl)cc1Nc1nc(-c2sc(NC(=O)C(C)(C)C)nc2C)cs1	13%	3	-4%	?	-4	?	-11	-32	2%	-0.1%	2%
25	Cc1ccc(C(c2nnnn2C2CCCC2)N2CCN3CCCC3C2)cc1 (stereo not given)	36%	-1	3%	-10%	17	0%	9	21	2%	0.3%	3%
26	Cc1cc(N/N=C/c2ccc(O)c(C)c2O)nc(-c2ccccc2O)n1	-30%	-1	-7%	?	9	-8%	5	9	-4%	-0.4%	-12%
27	O=[N+]([O-])c1ccc(-c2ccc(/C=N/Nc3nc(N4CCCC4)nc(N4CCCC4)n3)o2)cc1	-6%	2	0%	-10%	i	3%	-6	?	3%	-0.1%	-1%
28	Cc1ccc(-c2csc(NC(=O)CCNC(=O)c3ccco3)n2)cc1	-8%	1	0%	7%	6	13%	-17	3	0%	0.1%	3%
29	CCc1nnc(NC(=O)CSc2nnc(COc3ccc(C#N)cc3)n2-c2ccccc2)s1	1%	5	6%	3%	-12	-1%	6	4	0%	-0.5%	2%
30	Cc1ccc(C)c(S(=O)(=O)N2CCN(C(=O)c3ccnn3C)CC2)c1	-8%	·	12%	4%	4	-1%	-3	-9	-7%	0.1%	1%
31	COc1ccc(S(=O)(=O)Nc2ccc(N3CCOCC3)nc2)cc1	0%	5	10%	-4%	5	-3%	-1	2	2%	0.3%	0%
32	CC(C)Oc1ccc(C2CC(=O)N(c3cccc(C(=O)O)c3)C2=O)cc1 (stereo not given)	5%[15.4 µM]	3	?	?	1	-2%	18	-14	3%	0.4%	2%
33	c1ccc2c(c1)CCCN2Cc1nnnn1CC1CCCO1 (stereo not given)	-18%	-2	-1%	?	-1	-5%	14	0	0%	0.4%	6%
34	COc1ccc(-c2csc(NNC3=NCCCCC3)n2)cc1	2%	-2	-2%	-23%	0	-8%	0	-12	12%	0.4%	3%
35	CCC(c1nnnn1Cc1ccc(F)cc1)N(CCCO)Cc1cc2cc3c(cc2[nH]c1=O)OCO3 (stereo not given)	-13%	0	3%	?	3	-2%	0	-11	-1%	-0.2%	2%
36	Cc1ccc(N2C(=O)CC(Sc3nc(C)cc(C)n3)C2=O)cc1 (stereo not given)	1%	-3	1%	-13%	-5	5µM*	14	-19	0%	0.4%	1%
37	Cc1nnc(SCc2cc(=O)[nH]c(N3CCN(Cc4ccccc4)CC3)n2)s1	5%	-10	6%	-3%	4	-2%	2	1	-2%	0.0%	-5%
38	CC1CN(c2ccc([N+](=O)[O-])cc2C(=O)N2CCOCC2)CC(C)N1 (stereo not given)	2%	-5	-21%	1%	2	5%	2	-7	-1%	0.4%	0%
39	Cc1n[nH]c(=O)n1-c1ccc(OC(F)(F)F)cc1	12%	3	-17%	-1%	3	6%	1	-4	8%	-1.0%	0%
40	O=C(Cc1cccs1)N=Nc1c(O)[nH]c2ccccc12	-4%	2	-12%	?	1	3%	-3	-1	0%	-1.0%	8%

# Two entries from above, with one line to a screen.
[39] Cc1n[nH]c(=O)n1-c1ccc(OC(F)(F)F)cc1
[38] CC1CN(c2ccc([N+](=O)[O-])cc2C(=O)N2CCOCC2)CC(C)N1 (stereo not given)
Screen / compound no. | 39 | 38
Eya2 inh | 12% | 2%
Coupling enz | 3 | -5
PKM2 activator | -17% | -21%
Chronic BCR inh | -1% | 1%
KCNH2 WT inh | 3 | 2
uPA generation | 6% | 5%
Giardia kill | 1 | 2
KCNH2 3.1 block | -4 | -7
GALK inhibitor | 8% | -1%
B2AR arrestin | -1.0% | 0.4%
USP2a block | 0% | 0%

# Following part.
nr	compound	Eya2 inh	Coupling enz	PKM2 activator	Chronic BCR inh	KCNH2 WT inh	uPA generation	Giardia kill	KCNH2 3.1 block	GALK inhibitor	B2AR arrestin	USP2a block
41	Cc1cc(NC(=O)C(C)SCC(=O)Nc2ccc(SC(F)F)cc2)no1 (stereo not given)	10%	·	0%	-4%	2	5%	7	-11	-2%	-0.5%	-3%
42	CN(C)c1ccc(NC(=O)CC2NCCNC2=O)cc1 (stereo not given)	·	1	3%	·	-4	3%	7	-4	6%	·	·
43	CC1CCC(C(C)C)C(OCC(O)CN2CCN(Cc3ccccc3)CC2)C1 (stereo not given)	-3%	1	-1%	-1%	-2	4%	2	-40	-1%	-0.3%	1%
44	O=c1[nH]cccc1-c1nc2ccccc2n1Cc1ccccc1F	-21%	-1	·	0%	-8	-2%	-20	2	3%	-0.4%	0%
45	CCN(CC)S(=O)(=O)c1cccc(C(=O)N/N=C(\C)c2cccs2)c1	3%	0	-9%	5%	13	-3%	-19	-18	7%	1.8%	3%
46	CCn1ccnc1CN(C)Cc1nc(Cc2cccc(C(F)(F)F)c2)no1	4%	4	-4%	-17%	1	-3%	-1	3	0%	-0.1%	7%
47	CCCOc1ccc(C(=O)CCNC(Cc2c[nH]c3ccccc23)C(=O)O)cc1 (stereo not given)	1%	4	·	?	6	1%	-2	3	·	0.0%	1%
48	Cc1ccc(CNC(=O)CCSCCC(=O)NCc2ccc(C)cc2)cc1	-16%	0	-2%	1%	-4	1%	-15	4	0%	-0.2%	-8%
49	Nc1nc(SCC(=O)Nc2cccc(F)c2)n[nH]1	4%	·	·	-1%	-3	12%	-23	21	·	0.3%	10%
50	COc1ccccc1CNC(=O)CC(C)c1ccccc1 (stereo not given)	-5%	1	1%	?	0	11%	-7	0	0%	-0.5%	1%
